# Screens (PubChem)
# M4 ag: CHRM4 agonism in calcium assay. P08173. CHO-K1 hM4/Gqi5, Fluo-8 calcium fluorescence; vehicle 0%, full acetylcholine response 100%. activation, % at 3 µM. 0.14% of 360,000 active;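 active = activation above the run mean over all test wells plus 3 SD, cut at about 32% in these data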;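 note: peak over basal fluorescence ratio per well then scaled between controls; 0% = DMSO wells and 100% = acetylcholine at EC100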
# CRFBP-R2 block: CRF-BP/CRF-R2 complex antagonism; inhibition, % at 11.8 µM; 0.59% of 350,000 active; AID 588475; HEK293 CRF-R2/CRF-BP, CRF-induced calcium fluorescence;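 active = inhibition of the ligand-induced calcium signal above about 50% at the single tested concentration, limit read from the data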
# CHRM5 agonist: CHRM5 agonism in calcium assay; activation, % at 3 µM; P08912; CHO-K1 hM5 cells, Fluo-8 calcium fluorescence; 0% DMSO wells, 100% maximal acetylcholine response; 0.19% of 360,000 active;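 active = activation above the run's mean over test compounds plus 3 SD, cut at about 23% in these data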;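 note: signal is peak over basal fluorescence ratio across the kinetic read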
# Target sequence (P08912 whole entry, looked up): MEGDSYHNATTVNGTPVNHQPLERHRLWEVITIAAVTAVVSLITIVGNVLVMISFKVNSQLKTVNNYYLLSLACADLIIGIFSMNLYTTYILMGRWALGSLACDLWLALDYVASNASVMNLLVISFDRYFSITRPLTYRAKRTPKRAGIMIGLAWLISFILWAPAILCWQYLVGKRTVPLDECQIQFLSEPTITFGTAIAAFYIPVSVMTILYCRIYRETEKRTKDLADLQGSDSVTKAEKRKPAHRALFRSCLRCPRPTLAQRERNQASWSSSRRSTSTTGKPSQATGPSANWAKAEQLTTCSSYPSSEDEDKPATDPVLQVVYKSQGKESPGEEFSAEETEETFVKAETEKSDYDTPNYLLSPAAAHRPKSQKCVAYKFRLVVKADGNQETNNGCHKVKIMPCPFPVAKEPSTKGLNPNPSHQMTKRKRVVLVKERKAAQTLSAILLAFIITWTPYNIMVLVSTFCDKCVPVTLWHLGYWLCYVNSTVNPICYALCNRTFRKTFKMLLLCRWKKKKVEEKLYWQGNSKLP
# CRFR2-BP ag: agonists of human CRF-binding protein/CRF-R2 receptor complex; HEK293 CRF-R2/CRF-BP, calcium dye fluorescence (FLIPR); percent of saturating CRF peptide response; activation, % at 13.2 µM; 0.46% of 350,000 active; AID 588473;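 active = activation of at least 50%, plus an integration ratio under a set limit after plate pattern correction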;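 note: plate controls were neutral control wells without compound for no effect and CRF at EC100 for full effect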
# M4 antag: blocks acetylcholine activation of human M4 receptor. CHO-hM4 cells, ACh EC80, Fluo-8 calcium fluorescence. 0.73% of 360,000 active. inhibition, % at 3 µM;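 active = inhibition above its plate's cutoff, the mean inhibition of sample wells plus 3 SD, cut at about 27% in these data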;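 note: 0% = acetylcholine EC80 with DMSO and 100% = DMSO without agonist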
# CHRM5 PAM: potentiates acetylcholine response at human M5 receptor. activation, % at 3 µM. AID 624038. P08912. 0.3% of 360,000 active. CHO-K1 hM5, Fluo-8 calcium, ACh EC20 PAM; 0% = ACh EC20, 100% = ACh EC100;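 active = activation above the run cutoff, the mean activation of all test compounds plus 3 SD, cut at about 18% in these data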
#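 system = human M5 receptor in CHO-K1 cells | reagent = EC20 acetylcholine as agonist stimulus | compound dosing = single-point, 3 µM nominal | incubation = Fluo-8 loading 80 min at 37 °C plus 30 min room temperature | detection = Fluo-8 calcium dye fluorescence, kinetic read | benchmarks = low control EC20 acetylcholine (0%), high control EC100 acetylcholine (100%)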
# M1 PAM: potentiates human M1 receptor response to acetylcholine. activation, % at 3 µM. 0.088% of 360,000 active. P11229. CHO-K1 hM1, Fluo-8 calcium fluorescence, ACh EC20; 0% = ACh EC20, 100% = maximal ACh. AID 588819; in the data active = activation above about 19%, passing the limit was not always enough
# Target sequence (P11229 whole entry, looked up): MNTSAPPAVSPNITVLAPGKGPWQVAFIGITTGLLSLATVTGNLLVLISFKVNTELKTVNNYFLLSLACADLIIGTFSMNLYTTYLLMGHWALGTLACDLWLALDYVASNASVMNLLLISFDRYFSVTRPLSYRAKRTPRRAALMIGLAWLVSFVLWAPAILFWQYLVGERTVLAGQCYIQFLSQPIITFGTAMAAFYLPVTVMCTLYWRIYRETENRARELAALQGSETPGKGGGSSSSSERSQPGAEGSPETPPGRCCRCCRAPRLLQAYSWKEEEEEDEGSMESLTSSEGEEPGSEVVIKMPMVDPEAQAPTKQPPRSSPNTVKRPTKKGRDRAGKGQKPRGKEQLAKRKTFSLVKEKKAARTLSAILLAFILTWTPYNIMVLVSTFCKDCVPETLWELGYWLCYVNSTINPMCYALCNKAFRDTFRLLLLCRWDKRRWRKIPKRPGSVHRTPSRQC
# CHRM4 PAM: potentiates acetylcholine response at human M4 receptor; P08173; CHO-K1 hM4/Gqi5, Fluo-8 calcium fluorescence, ACh EC20; 0% = ACh EC20, 100% = maximal ACh; activation, % at 3 µM; 0.4% of 360,000 active; AID 624126;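 active = activation above its plate's cutoff, the mean activation of sample wells plus 3 SD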; note: some results filed as inactive read as strong as hits
# CHRM5 antagonist: CHRM5 antagonism in calcium assay; CHO-hM5 cells, Fluo-8 calcium fluorescence, ACh EC80; inhibition, % at 3 µM; 0.59% of 360,000 active; AID 624040;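 active = inhibition above a per-plate cutoff, the mean of that plate's test compounds plus 3 SD, cut at about 27% in these data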;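 note: 0% = acetylcholine EC80 with DMSO and 100% = DMSO without agonist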
# Numbers without * were called inactive; x = no result given.
SMILES,M4 ag,CRFBP-R2 block,CHRM5 agonist,CRFR2-BP ag,M4 antag,CHRM5 PAM,M1 PAM,CHRM4 PAM,CHRM5 antagonist
COc1ccc(C(OCC(O)CNC(C)c2ccccc2)c2ccc(OC)cc2)cc1 (stereo unspecified),9,-10,2,3.3,0,10,18,-10,0
O=C(NCc1ccc2c(c1)OCO2)C1CCCN1C(=O)Nc1cccc(Cl)c1 (stereo unspecified),1,11,-1,-3.6,4,-3,9,-1,3
O=CN1CCN(C(=O)c2cc3cc(Cl)ccc3[nH]2)CC1,1,12,3,-2.8,0,0,7,-3,0
CC(Oc1ccc(Br)cc1)C(=O)NC1CCCCCC1 (stereo unspecified),-1,0,-5,-0.7,1,6,6,8,13
Cc1cccc(N2CCN(C(=O)C3CCN(S(=O)(=O)c4cccc5cccnc45)CC3)CC2C)c1 (stereo unspecified),25,4,5,0.4,2,-19,-20,-11,12
Cc1cc2nc(C)n(CCCNC(=O)Nc3ccc(F)cc3)c2cc1C,1,3,-8,-0.2,-5,-3,-1,-2,-2
Cc1nc2ccc(NC(=O)c3cc(S(=O)(=O)N(C)c4ccccc4)ccc3Cl)cc2s1,20,-12,12,1.5,7,-16,-11,-21,29*
CCCCN=C1CC(C)(C)CC(=O)/C1=C(/O)CCCN1C(=O)c2ccccc2C1=O,1,-1,-8,-5.8,-8,4,5,9,13
C/C(=N/NC(N)=S)c1ccc(Br)s1,2,-4,-3,0.9,-1,-7,6,1,-11
Cc1cccc(C(=O)N2CCN(c3ccccn3)CC2)c1,1,-22,2,-2.7,7,5,9,-4,-4
Cc1ccc(CNC(=O)C2CCCN2S(=O)(=O)c2ccc3c(c2)C(C)(C)C(=O)N3C)cc1 (stereo unspecified),1,10,1,-2.4,0,1,20,3,-4
CCOC(=O)C1=C(CN2CCN(C(=O)c3ccco3)CC2)NC(=O)NC1c1ccc(OC(C)C)cc1 (stereo unspecified),0,-10,-4,-0.3,-2,-4,14,2,9
COC(=O)c1ccc(CN=C(NS(=O)(=O)c2ccccc2)c2ccccc2)cc1,2,9,3,-1.1,-2,12,10,6,-5
Cc1nn(CC(=O)NCCCN2CCN(C)CC2)c(=O)c2cc(-c3ccccc3)nn12,0,0,-6,1.9,-6,-5,8,5,15
O=C(O)c1ccccc1-c1ccc([N+](=O)[O-])cc1Cl,-1,-3,0,0.6,-13,-10,2,0,17
Cc1ccc(C)c(NC(=O)CSc2nc3c(oc4ccccc43)c(=O)n2-c2ccccc2)c1,2,-10,-2,-0.4,-7,-4,12,6,7
COc1cccc(CCNC(=O)c2cccc(NC(=O)C3=C(C)OCCS3)c2)c1,10,6,-1,-0.9,0,-6,-11,-6,10
Cc1ccc(CC(NC(=O)c2ccccc2)C(=O)N2CCCC2C(=O)O)cc1 (stereo unspecified),0,7,1,-1.9,-4,-4,-11,8,-6
CCOCCCNC(=O)c1ccc(OC)cc1,1,5,-4,-2.1,-5,1,3,7,-3
Cc1cc(C)c(OCC(=O)N(C)CC(=O)Nc2ccc(N3CCOCC3)cc2)c(C)c1,2,8,-5,-4.3,-18,2,10,3,-27
Cc1nc(SCC(=O)NCc2ccccc2)c2oc3ccccc3c2n1,1,15,0,-2.2,-2,3,6,3,-1
CCn1c(CNC(=O)c2cccc(C)c2)nnc1SCC(=O)NC1CCCC1,3,1,-4,-1.2,-7,-1,14,2,16
O=C1NCCCc2c1no[n+]2[O-],1,8,-1,-0.3,-5,2,7,11,-4
Cc1cc(C)cc(OC2CCCCC2NS(=O)(=O)c2ccccc2)c1 (stereo unspecified),-2,-8,-6,1.8,-4,-4,2,-8,0
COc1ccc(NC(=O)COC(=O)c2ccc3c(c2)OCCO3)cc1,2,6,1,-0.2,2,-3,-1,-3,-1

# Seven compounds already listed, arranged by the number in CHRM5 agonist, rising.
SMILES,M4 ag,CRFBP-R2 block,CHRM5 agonist,CRFR2-BP ag,M4 antag,CHRM5 PAM,M1 PAM,CHRM4 PAM,CHRM5 antagonist
CCCCN=C1CC(C)(C)CC(=O)/C1=C(/O)CCCN1C(=O)c2ccccc2C1=O,1,-1,-8,-5.8,-8,4,5,9,13
CCn1c(CNC(=O)c2cccc(C)c2)nnc1SCC(=O)NC1CCCC1,3,1,-4,-1.2,-7,-1,14,2,16
Cc1ccc(C)c(NC(=O)CSc2nc3c(oc4ccccc43)c(=O)n2-c2ccccc2)c1,2,-10,-2,-0.4,-7,-4,12,6,7
COc1cccc(CCNC(=O)c2cccc(NC(=O)C3=C(C)OCCS3)c2)c1,10,6,-1,-0.9,0,-6,-11,-6,10
COc1ccc(NC(=O)COC(=O)c2ccc3c(c2)OCCO3)cc1,2,6,1,-0.2,2,-3,-1,-3,-1
COc1ccc(C(OCC(O)CNC(C)c2ccccc2)c2ccc(OC)cc2)cc1 (stereo unspecified),9,-10,2,3.3,0,10,18,-10,0
Cc1nc2ccc(NC(=O)c3cc(S(=O)(=O)N(C)c4ccccc4)ccc3Cl)cc2s1,20,-12,12,1.5,7,-16,-11,-21,29*

# Further results:
SMILES,M4 ag,CRFBP-R2 block,CHRM5 agonist,CRFR2-BP ag,M4 antag,CHRM5 PAM,M1 PAM,CHRM4 PAM,CHRM5 antagonist
CNc1cnc(-c2ccccc2OC)cn1,0,x,1,x,-5,1,-1,-1,2
FC(F)Oc1ccc(-c2c[n+]3c(n2-c2ccccc2)CCCCC3)cc1,0,18,-17,0.1,-10,-1,0,-10,14
NS(=O)(=O)c1ccc(CNS(=O)(=O)c2cc(Cl)ccc2Cl)cc1,1,-7,-3,-0.5,5,-1,9,-11,8
Cc1ccc(S(=O)(=O)N2CCC(=O)N([C@H](COCc3cccc(Cl)c3)C(C)C)CC2)cc1,6,x,-1,x,-7,-12,x,-2,11
CC(=O)[C@H]1CC[C@H]2[C@@H]3CC=C4C[C@@H](OS(=O)(=O)O)CC[C@]4(C)[C@H]3CC[C@]12C,0,-1,0,-0.7,-11,0,-8,0,-3
COc1ccc(-c2cn3c(C)c(C(=O)N4CCN(c5ccc(F)cc5)CC4)sc3n2)cc1,1,-23,3,0.9,-19,-5,0,1,0
COc1ccc(C2=[N+]([O-])C(C)(C)N(O)C2C)cc1 (stereo unspecified),0,25,-2,9.9,2,2,11,8,2
CCCNC(=O)c1onc(CSc2nc3ccccc3[nH]2)c1C(=O)NCCC,1,-5,1,-0.2,-3,4,1,-2,9
CC1CCCCN1C(=O)CSCC(=O)Nc1nc(-c2cccs2)cs1 (stereo unspecified),19,-14,7,-1.1,-21,-19,-12,0,4
COc1ccc(C2CC(c3ccc(Cl)cc3)=NN2C(C)=O)cc1 (stereo unspecified),12,-6,6,-0.9,17,43*,-4,12,31*
CN(C)/C=C(/C#N)C(=O)c1cccc(Oc2ccc(C(C)(C)C)cc2)c1,0,13,-1,-0.8,-1,3,7,4,-14
CC(=O)Oc1ccc(-c2cccc(C(=O)NCC(=O)O)c2)cc1,-1,-2,1,1.2,10,-3,6,-2,2
CCCC(CCC)C(=O)Nc1ccc2c(c1)N(C(=O)CCN1CCN(C)CC1)c1ccccc1CC2,0,-18,-11,15,2,-1,7,0,-2
CCOC(=O)Cn1cc(C#N)c(=O)[nH]c1=O,3,-4,1,1.7,-1,12,5,0,-3
c1nc(N2CCCCC2)c2[nH]cnc2n1,0,-2,-1,-0.2,-8,1,8,10,4
CCCC(=O)C1=C(SCC)CC(C)(C)C(C(=O)OC)C1=O (stereo unspecified),0,10,-7,-3.2,-1,-1,2,13,-7
Cc1ccc([C@H]2C(C(=O)O)=CCN2S(=O)(=O)c2ccc(C)cc2)cc1,1,x,1,x,-3,0,x,12,3
O=C(O)COc1ccc(NC(=O)c2cccs2)cc1,0,0,1,0.8,6,-1,7,-1,7
O=C1CCC(C(=O)Nc2cccc(Oc3ccccc3)c2)=NN1,4,-5,1,-0.6,8,2,8,-4,7
CCOC(=O)c1c(-c2ccccc2)oc2ccc(OC)cc12,-2,-16,-4,3.2,4,-5,-4,-2,15
COc1ccc(C(=O)Nc2ccccc2C(=O)N2CCCCCC2)cc1,1,9,-2,-0.9,-4,3,6,2,7
CCCCn1c(/C=N/Nc2nc3ccccc3[nH]2)nc2ccccc21,3,-8,-7,-0.3,6,-15,-26,-11,9
CCO[C@@H]1OC(C(=O)NCc2ccccc2)=C[C@H](c2ccccc2)[C@H]1CCCO,6,-1,-3,-1.8,-11,-13,8,7,2
CN(c1cccc(NC(=O)CN(c2ccc(Cl)c(Cl)c2)S(=O)(=O)c2ccccc2)c1)S(C)(=O)=O,12,-4,0,4.0,8,-9,-13,-12,15
O=Cc1c[nH]c2ncccc12,0,-4,-3,-0.8,-8,-2,3,1,0

# 4 entries out of the list, ordered by number of heavy atoms, smallest number first.
SMILES,M4 ag,CRFBP-R2 block,CHRM5 agonist,CRFR2-BP ag,M4 antag,CHRM5 PAM,M1 PAM,CHRM4 PAM,CHRM5 antagonist
COc1ccc(C2CC(c3ccc(Cl)cc3)=NN2C(C)=O)cc1 (stereo unspecified),12,-6,6,-0.9,17,43*,-4,12,31*
Cc1ccc([C@H]2C(C(=O)O)=CCN2S(=O)(=O)c2ccc(C)cc2)cc1,1,x,1,x,-3,0,x,12,3
COc1ccc(C(=O)Nc2ccccc2C(=O)N2CCCCCC2)cc1,1,9,-2,-0.9,-4,3,6,2,7
Cc1ccc(S(=O)(=O)N2CCC(=O)N([C@H](COCc3cccc(Cl)c3)C(C)C)CC2)cc1,6,x,-1,x,-7,-12,x,-2,11

# Continued.
SMILES,M4 ag,CRFBP-R2 block,CHRM5 agonist,CRFR2-BP ag,M4 antag,CHRM5 PAM,M1 PAM,CHRM4 PAM,CHRM5 antagonist
Cc1sc2ccccc2c1CNC[C@H]1O[C@@H](n2ccc(N)nc2=O)[C@H](O)[C@@H]1O,0,-2,3,0.6,-4,-1,2,-2,-1
CC(C)Cc1ccc(C(C)C(=O)Nc2cccnc2)cc1 (stereo unspecified),27,-25,32*,62*,13,-15,-15,-19,15
CCCCCC(=O)N1C[C@@H](n2cc(C3CC3)nn2)[C@H](O)C[C@@H]1c1ccc(C)cc1,3,12,0,-1.1,-15,1,1,6,0
O=C(Nc1ccc2c(c1)OCCO2)C(c1cc2ccccc2o1)N1CCN(C/C=C/c2ccccc2)CC1 (stereo unspecified),4,x,0,x,-12,-18,-25,0,10
CCN(Cc1ccccc1)C1CCN(Cc2ccccc2)CC1,1,16,-22,-0.3,-1,-5,-6,-7,-8
Cc1ccc2c(C)c(C(=O)N3CCC(N4CCC(C(=O)NC5CC5)CC4)CC3)oc2c1,-1,18,-10,-0.9,-8,-2,4,5,0
CC1CCCN(C(=O)c2ccc(CNc3c(N4CCCCC4)c(=O)c3=O)cc2)C1 (stereo unspecified),1,7,0,0.3,-3,-3,-2,-1,-3
O=c1[nH]c(C2CCN(S(=O)(=O)c3ccc(S(=O)(=O)NC4CC4)cc3)CC2)nc2c1nnn2Cc1ccc(F)cc1,2,14,-5,3.6,18,-2,3,-20,11
CC1(C)Cc2c(c(N3CCOCC3)nc3sc4c(NCC5CCCO5)nnnc4c23)CS1 (stereo unspecified),3,-5,1,-4.4,-22,-4,0,10,-6

# Hits appear at their usual frequency; overall some 2.6% were active at least once.
